# PhoP GFP inhibition: PhoP regulon inhibitors, Salmonella typhi PhoP promoter GFP reporter, confirmatory (AID 1850) | inhibition, % at 50 µM, or IC50 in µM where a hit was titrated | Salmonella Typhi PhoP-promoter GFP reporter, fluorescence, 4 h; higher % means a stronger effect | 0.33% of 310,000 active; in the data active = a potency from the dose series; inconclusive = inhibition mostly from about 25% at the one dose, without a potency; inactive = the rest, 99 in 100 with inhibition below about 19%;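 note: 0% = induced wells with vehicle and 100% = uninduced wells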
# influenza NS1A: NS1A inhibition, H1N1 influenza, cell based functional assay (AID 504329); NS1A functional cell-based assay, percent inhibition; higher % means a stronger effect; inhibition, % at 12.5 µM; hits with a dose series show IC50 in µM; 0.3% of 340,000 active; in the data active = a potency from the dose series; inconclusive = inhibition above about 27% without an active follow-up result; note: strong numbers were not always called active
# M. tuberculosis HTS: M. tuberculosis growth inhibition, HTS (AID 449762). M. tuberculosis H37Rv growth inhibition, 7H9 media; higher % means a stronger effect. inhibition, % at 25 µM, or IC50 in µM where a hit was titrated. 0.59% of 330,000 active; in the data active = a potency from the dose series; inconclusive = inhibition above about 70% without an active follow-up result;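 note: bacterial growth assessed after seven days of incubation; strong numbers were not always called active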
# tuberculosis growth: growth inhibition of non-replicating M. tuberculosis (AID 488890); Mycobacterium tuberculosis non-replicating, growth inhibition; higher % means a stronger effect; inhibition, % at 25 µM; hits with a dose series show IC50 in µM; 0.39% of 320,000 active; in the data active = a potency from the dose series; inconclusive = inhibition mostly from about 82% at the one dose, without a potency; inactive = the rest, 99 in 100 with inhibition below about 76%;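 note: plate controls were DMSO cells for no effect and high antibiotic wells for full effect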
# inhibitors of VEEV: inhibitors of VEEV TC-83 cytopathic effect, confirmation, Vero cells (AID 588727) | Vero cells, VEEV TC-83 cytopathic effect inhibition; higher % means a stronger effect | inhibition, % at 20 µM; hits with a dose series show IC50 in µM | 0.13% of 350,000 active; in the data active = a potency from the dose series; inconclusive = inhibition mostly from about 14% at the one dose, without a potency; inactive = the rest, 99 in 100 with inhibition below about 12%; note: strong numbers were not always called active
# inhibitors of VEEV 10K pilot screen: also measured in inhibitors of VEEV; calls as there; inhibition, %; measured here: 10K pilot screen inhibition
# * hit, by the source's call; i = inactive; ? = inconclusive; . = no result given.
SMILES,PhoP GFP inhibition,influenza NS1A,M. tuberculosis HTS,tuberculosis growth,inhibitors of VEEV,others
COC(=O)C[C@H]1c2cc(C(F)(F)F)ccc2S(=O)(=O)N1C1CCCC1,18%,-23%,4%,10%,i,
CCOc1cc(S(=O)(=O)NC2CC(C)(C)NC(C)(C)C2)ccc1F,-10%,-12%,-28%,9%,i,
CN1CCN(C(=O)c2ccccc2-c2nc(-c3ccc(Cl)cc3)no2)CC1,-10%,-11%,4%,1%,6.2%,
CCN(CC)CCn1c2ccccc2c(=O)c2c(O)ccc(O)c21,.,12%,.,.,1.4%,
CC1(C)CC(=O)CC(C)(C)N1OC(=O)c1ccncc1,-8%,4%,-8%,-2%,0.8%,
O=C(COC(=O)Cc1ccc(Cl)cc1)NCc1ccc2c(c1)OCO2,.,8%,.,.,1.9%,
COc1ccccc1CNC(=O)c1cccc(N(C)C)c1,1%,9%,-3%,28%,9.4%,
O=C(NCC1CCCO1)c1ccccc1-c1nc(-c2ccccc2)no1 (centres undefined),-14%,-6%,-1%,3%,8.1%,
Cc1cc(C(c2nnnn2Cc2ccccc2)N2CCOCC2)c(C)n1-c1ccc2c(c1)OCO2 (centres undefined),2%,5%,-3%,42%,5.7%,
Cc1ccc(C(=O)C[n+]2cc(Br)cc(Br)c2)cc1[N+](=O)[O-],1%,-5%,-2%,16%,1.9%,
Cc1cc(/C=C2\C(=O)NC(=O)N(c3ccc(Cl)cc3)C2=O)c(C)n1-c1sc2c(c1C#N)CCCC2,-13%,6%,7%,29%,0.5%,
Cn1ncc(C#N)c1/N=C/N1CCOCC1,0%,4%,-2%,-17%,i,
Cc1cccc(NC(=O)[C@@H]2CCCN2S(=O)(=O)c2ccc(Cl)cc2)c1,.,-6%,4%,8%,1.4%,
N=c1oc2ccc3ccccc3c2cc1-c1nc(-c2ccccc2)cs1,-29%,-5%,0%,13%,2.3%,inhibitors of VEEV 10K pilot screen=0.6
C[Se]C[C@@H](N)C(=O)O,-2%,-4%,51µM*,75%,i,
O=C(c1ccc(Cl)cc1)N1CCCC(c2ccccc2)=N1,8%,2%,2%,2%,i,
COc1ccc(C(CNC(=O)c2ccc(S(=O)(=O)N3CCCC3)cc2)N(C)C)cc1OC (centres undefined),-1%,6%,-3%,6%,1.1%,
CC(CN1CCOCC1)OC(=O)/C=C/c1ccccc1 (centres undefined),-2%,-12%,-3%,-3%,0.1%,
CCOC(=O)c1ccccc1NC(=O)COc1ccccc1,-6%,4%,45%,57%,1.9%,
CC1(C)Cc2nc3oc4c(N(CCO)Cc5ccccc5)ncnc4c3cc2CO1,-2%,7%,-1%,7%,9.9%,
COc1ccc(OC)c(C(=O)Cn2c3[n+](c4ccc(C(F)(F)F)cc42)CCCCC3)c1,7%,0%,3%,63%,0.4%,
COc1ccc(C(=O)Nc2cc(C)nn2-c2ccc(C)cc2)cc1,-13%,3%,3%,4%,2.0%,
COCCCN1C(=O)c2ccc(C(=O)OCC(=O)N(CCC#N)c3cc(C)cc(C)c3)cc2C1=O,2%,-5%,-4%,-5%,4.3%,
O=C(CCCCCC(=O)N(CCO)CCO)N(CCO)CCO,3%,-2%,-7%,-2%,i,
O=C1c2ccccc2-c2cccc(C(=O)N3CCN(C(=O)c4ccccc4)CC3)c21,3%,-7%,2%,-3%,i,

# 4 compounds from above, arranged by count of non-hydrogen atoms, rising.
SMILES,PhoP GFP inhibition,influenza NS1A,M. tuberculosis HTS,tuberculosis growth,inhibitors of VEEV,others
CC(CN1CCOCC1)OC(=O)/C=C/c1ccccc1 (centres undefined),-2%,-12%,-3%,-3%,0.1%,
O=C(COC(=O)Cc1ccc(Cl)cc1)NCc1ccc2c(c1)OCO2,.,8%,.,.,1.9%,
CC1(C)Cc2nc3oc4c(N(CCO)Cc5ccccc5)ncnc4c3cc2CO1,-2%,7%,-1%,7%,9.9%,
COc1ccc(OC)c(C(=O)Cn2c3[n+](c4ccc(C(F)(F)F)cc42)CCCCC3)c1,7%,0%,3%,63%,0.4%,

# Of the compounds above, four contain an aryl methoxy group.
SMILES,PhoP GFP inhibition,influenza NS1A,M. tuberculosis HTS,tuberculosis growth,inhibitors of VEEV,others
COc1ccccc1CNC(=O)c1cccc(N(C)C)c1,1%,9%,-3%,28%,9.4%,
COc1ccc(C(CNC(=O)c2ccc(S(=O)(=O)N3CCCC3)cc2)N(C)C)cc1OC (centres undefined),-1%,6%,-3%,6%,1.1%,
COc1ccc(OC)c(C(=O)Cn2c3[n+](c4ccc(C(F)(F)F)cc42)CCCCC3)c1,7%,0%,3%,63%,0.4%,
COc1ccc(C(=O)Nc2cc(C)nn2-c2ccc(C)cc2)cc1,-13%,3%,3%,4%,2.0%,

# The results go on.
SMILES,PhoP GFP inhibition,influenza NS1A,M. tuberculosis HTS,tuberculosis growth,inhibitors of VEEV,others
CC(C)CN(C(=O)COC(=O)c1c(Cl)ccc(Cl)c1Cl)C1CCS(=O)(=O)C1 (centres undefined),-4%,1%,7%,7%,7.3%,
COc1cc(C(C)=O)ccc1OCC(O)CN1CCN(c2ccccn2)CC1 (centres undefined),6%,3%,-7%,3%,0.7%,
O=c1c[n+]([O-])c2ccccc2n1OCc1ccccn1,3%,10%,-7%,-2%,i,
Cc1ccc(C(=O)Nc2nc(-c3ccccn3)cs2)cc1S(=O)(=O)N1CCOCC1,.,7.8µM*,?,?,5.3%,
COc1ccc(NC(=O)c2ccc3c(c2)C(=O)N(Cc2cccnc2)C3=O)cc1,2%,-5%,-2%,6%,1.3%,
O=C(CCC(=O)c1cccs1)NCc1ccccc1Cl,.,-15%,-1%,-10%,i,
O=c1c2ccccc2nc(/C=C/c2ccc(O)c(O)c2)n1-c1ccccc1,-5%,2%,16%,7%,6.3%,
O=[N+]([O-])c1ccc2n[nH]nc2c1,4%,12%,-6%,-3%,2.1%,
CCCCC1(c2ccc(F)cc2)NC(=O)N(CC(=O)N2CCN(C(=O)c3ccco3)CC2)C1=O (centres undefined),4%,-9%,-3%,-9%,4.4%,
OCC1(CCc2ccccc2)CCN(Cc2ccccc2Cl)CC1,6%,6%,8%,19%,0.1%,
CN1C(=O)C(=Cc2ccc(OCCN(C)c3ccccn3)cc2)C(=O)N(C)C1=O,-9%,-6%,?,41%,0.1%,
CSc1ccc(CN(C)CC(=O)Nc2ccc(NC(C)=O)cc2)cc1,22%,3%,-3%,17%,0.3%,
CC(C)=CCC/C(C)=C/CCC(C)NCCN1CCNCC1 (centres undefined),15%,.,68%,51%,.,
CC1(C)NCCN2C(=O)CSC21 (centres undefined),-18%,-10%,12%,-5%,i,
COc1ccccc1CNC(=O)COC(=O)CSc1ccc(F)cc1,5%,-2%,2%,9%,0.3%,
CCc1nnc(NS(=O)(=O)c2ccc(NC(=O)c3ccccc3C)cc2)s1,7%,-3%,5%,10%,5.3%,
CCCC[C@H]1COCCS(=O)(=O)N1Cc1ccc(C)cc1,12%,-3%,0%,21%,i,inhibitors of VEEV 10K pilot screen=0.0
CC1=NN(c2ccccc2)C(=O)/C1=C/c1ccc[nH]1,-9%,33µM*,1%,36%,i,
Cc1ccccc1CSc1ccc2nnc(-c3ccccn3)n2n1,22%,9%,4%,38%,6.2%,
O=C(Nc1cc(C(=O)N2CCCC2)ccc1N1CCCC1)c1ccccc1F,-4%,-6%,2%,-4%,i,
O=C(O)CCc1ccc(-c2ccc(F)cc2)n1CCC(=O)O,-11%,-10%,1%,-5%,0.3%,
O=C(CCC(=O)Nc1cccc2ccccc12)N/N=C/c1ccco1,-10%,-6%,-3%,-14%,0.9%,
Oc1ccc(N=Cc2ccc(-c3cccs3)s2)cc1,-6%,29%,11%,?,i,
COC(=O)c1ccc(NCc2cc(O)ccc2O)cc1O,.,-11%,.,.,1.1%,
COc1ccc(Cl)cc1NC(=O)N1CCN(CCc2ccccc2)CC1,-11%,-2%,8%,16%,2.5%,

# Looked up by compound from above (4):
SMILES,PhoP GFP inhibition,influenza NS1A,M. tuberculosis HTS,tuberculosis growth,inhibitors of VEEV,others
CC(C)=CCC/C(C)=C/CCC(C)NCCN1CCNCC1 (centres undefined),15%,.,68%,51%,.,
O=c1c2ccccc2nc(/C=C/c2ccc(O)c(O)c2)n1-c1ccccc1,-5%,2%,16%,7%,6.3%,
CN1C(=O)C(=Cc2ccc(OCCN(C)c3ccccn3)cc2)C(=O)N(C)C1=O,-9%,-6%,?,41%,0.1%,
CC1(C)NCCN2C(=O)CSC21 (centres undefined),-18%,-10%,12%,-5%,i,

# Continuation:
SMILES,PhoP GFP inhibition,influenza NS1A,M. tuberculosis HTS,tuberculosis growth,inhibitors of VEEV,others
COc1cc(C(=O)NCCOc2ccc(Cl)cc2)ccc1OCc1c(C)noc1C,.,-2%,-4%,-5%,0.8%,
CCNC(=O)O/N=C(\C)c1sc(-c2ccccc2)nc1C,5%,6%,-9%,-2%,3.9%,
Fc1ccc(C(c2nnnn2C2CCCC2)N2CCN(Cc3ccccc3)CC2)cc1 (centres undefined),.,-23%,.,.,i,
COC(=O)C1=C(C)N(CCCC(=O)O)C(=O)NC1c1ccc(C(F)(F)F)cc1 (centres undefined),-18%,-21%,4%,-4%,0.5%,
O=C(CC1Sc2ccccc2NC1=O)NNc1ccc(Cl)cc1Cl (centres undefined),.,-1%,.,.,11%,
COc1ccc(S(=O)(=O)Nc2cccnc2)c(C)c1C,-7%,4%,-6%,-8%,0.7%,
COC(=O)c1[nH]c(C)c(/C(O)=C2\C(=O)C(=O)N(CCN(C)C)C2c2ccccc2OC)c1C (centres undefined),-7%,1%,8%,28%,i,
COc1ccc(C(=O)OCC(=O)N2CCCCC2)cc1[N+](=O)[O-],8%,-6%,5%,20%,0.7%,
COC(=O)C(C)N1C(=O)S/C(=C/c2cc(C)n(C(C)C)c2C)C1=O (centres undefined),1%,2%,-7%,22%,3.6%,
O=C(c1cc2cc(Br)ccc2o1)N1CCOCC1,-11%,0%,1%,5%,0.6%,
C/C(=N/N=C(/N)SCc1ccccc1)C(C)(C)C,-2%,-3%,6%,23%,1.4%,
COC(=O)Cn1cnc2c(Cl)nc(F)nc21,.,18%,.,.,0.5%,
COc1ccc(Cl)cc1C(=O)NCCN1CCOCC1,10%,-4%,2%,-7%,0.1%,
CCOc1ccccc1C(C(=O)NCCOC)N(CCOC)C(=O)Cn1nnc2ccccc21 (centres undefined),-4%,-21%,-3%,-3%,i,
CCN(c1ccccc1)S(=O)(=O)c1ccc(C(=O)N2CCOCC2)cc1,.,-14%,1%,-6%,1.0%,
CCOc1cc(S(=O)(=O)Nc2ccc(Cl)cn2)ccc1F,-2%,-6%,-1%,13%,0.8%,
COc1ccc(/C=N/Nc2nc(-c3ccc(C)cc3)c(C#N)c(=O)[nH]2)cc1,-10%,-12%,?,75%,2.4%,
Nc1cc(=O)[nH]n1C1CCN(c2ccccc2)CC1,0%,23%,-8%,17%,0.7%,
COC(=O)C1=C(C)OC(N)=C(C#N)C1c1ccc(OC)c(CSc2ccccn2)c1 (centres undefined),-6%,-5%,7%,11%,5.1%,
